Redox H2O2 prof: compounds producing H2O2 with reducing agent – biochemical, NIH compound library profiling, artefact control for MLSCN library redox annotation, primary screen. DTT-dependent redox cycling H2O2, phenol red/HRP absorbance; 100% = 100 µM peroxide control, 0% = buffer. AID 878, 2007. 200,000 compounds, 0.03% hits. activation, % at 10 µM;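 active = activation of at least 50% relative to the plate's high and low controls in the primary single-dose screen; inactive = activation below 50%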;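 note: compound incubated with DTT at 0.8 mM final as the reducing agent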
S1P3 antagonist: S1P3 receptor antagonists, primary screen, cell-based | Sphingosine 1-phosphate receptor 3 (Homo sapiens), Q99500 | CHO S1P3 NFAT-BLA reporter, FRET fluorescence, antagonist mode | inhibition, % at 4.98 µM | 170,000 compounds, 0.27% hits | AID 485, 2006;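 active = inhibition above the plate cutoff, the mean inhibition of test wells on that plate plus 3 SD, cut at about 28% in these data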;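 note: cells challenged with S1P at its EC80 of 0.8 µM; blue over green emission ratio from cleaved BLA substrate after 4 h stimulation; 0% = S1P-stimulated wells and 100% = unstimulated DMSO-only wells; some compounds past the cut are filed as inactive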
Target sequence (Q99500 whole entry, looked up): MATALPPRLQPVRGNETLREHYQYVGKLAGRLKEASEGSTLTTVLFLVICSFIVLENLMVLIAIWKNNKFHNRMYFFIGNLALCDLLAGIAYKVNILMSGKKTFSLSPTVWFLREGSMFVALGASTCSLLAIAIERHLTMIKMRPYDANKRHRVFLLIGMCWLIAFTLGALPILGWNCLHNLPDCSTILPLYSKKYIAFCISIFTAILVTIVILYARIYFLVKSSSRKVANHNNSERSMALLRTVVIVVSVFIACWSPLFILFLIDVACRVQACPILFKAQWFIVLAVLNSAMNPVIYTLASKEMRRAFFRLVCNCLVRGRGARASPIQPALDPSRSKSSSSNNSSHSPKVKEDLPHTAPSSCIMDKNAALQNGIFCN
PPARg SRC3 recr: PPARgamma agonists recruiting SRC-3 coactivator, primary screen, biochemical; Peroxisome proliferator-activated receptor gamma (Homo sapiens), P37231; biochemical PPARgamma/SRC-3 coactivator recruitment assay; activation, % at 8 µM; 200,000 compounds, 0.26% hits; in the data active = activation above about 23%;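 note: 0% = DMSO and 100% = reference agonist; some compounds past the cut are filed as inactive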
bIAP activator: bovine intestinal alkaline phosphatase activators, primary screen, biochemical, bovine IAP, CDP-star luminescence; alkaline phosphatase, intestinal [Bos taurus]; AID 1016, 2008; 200,000 compounds, 0.17% hits; purified bovine IAP, 30 min; active compounds read high; fold of DMSO-control signal, blank-subtracted; activation factor at 20 µM;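 active = activation factor of 2 or more at 20 µM, a signal rise over negative controls twice the positive control's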
ROMK mod: ROMK potassium channel modulators, primary screen, cell-based, thallium flux, MLSMR library; 130,000 compounds, 2% hits; B-score at 10 µM; Tet-inducible ROMK, thallium flux fluorescence; actives lie on both sides; AID 1918, 2009;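 active = signal ratio slope over the read window, or its plate-corrected B-score, at least 3 SD from the plate mean, either direction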;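 note: B-score of the F/F0 ratio slope over 7 to 12 s after thallium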
Target sequence (P48048 whole entry, looked up): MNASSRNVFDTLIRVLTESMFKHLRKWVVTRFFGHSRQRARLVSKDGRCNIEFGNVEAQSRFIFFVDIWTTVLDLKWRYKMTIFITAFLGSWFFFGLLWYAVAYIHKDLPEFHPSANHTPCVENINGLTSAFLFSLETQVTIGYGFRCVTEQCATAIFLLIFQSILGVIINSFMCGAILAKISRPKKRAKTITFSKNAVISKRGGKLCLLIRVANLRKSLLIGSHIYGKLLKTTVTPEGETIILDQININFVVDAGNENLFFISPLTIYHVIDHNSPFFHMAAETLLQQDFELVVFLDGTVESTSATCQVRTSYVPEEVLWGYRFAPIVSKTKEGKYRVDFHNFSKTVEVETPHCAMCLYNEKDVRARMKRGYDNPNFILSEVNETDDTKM
PPARg SRC1 recr: PPARgamma agonists recruiting SRC-1 coactivator, primary screen, biochemical; Peroxisome proliferator-activated receptor gamma (Homo sapiens), P37231; 200,000 compounds, 0.41% hits; activation, % at 8 µM; PPARgamma-SRC-1 coactivator recruitment biochemical assay; in the data active = activation above about 19%;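 note: 0% = DMSO and 100% = reference agonist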
L major viab: Leishmania major promastigote growth inhibition, primary screen; Leishmania major promastigotes, resazurin fluorescence viability; inhibition, % at 10 µM; 200,000 compounds, 9% hits; in the data active = inhibition above about 50%;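 note: promastigotes grown with compound for 44 hours at 28 °C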
PPARg SRC-2 ag: agonists of PPARg-SRC-2 recruitment, primary screen, biochemical, HTS | Peroxisome proliferator-activated receptor gamma (Homo sapiens), P37231 | PPARgamma LBD-SRC-2 recruitment | activation, % at 8 µM | 200,000 compounds, 0.34% hits | AID 1032, 2008; in the data active = activation above about 22%;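 note: 0% = vehicle and 100% = reference agonist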
bIAP inhibitor: bovine intestinal alkaline phosphatase inhibitors, primary screen, selectivity assay for TNAP inhibitor project, biochemical, bovine IAP, CDP-star luminescence | purified bovine IAP, 30 min | inhibition, % at 20 µM | 190,000 tested, under 10 active | AID 1019, 2008;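 active = over 50% inhibition of intestinal alkaline phosphatase at 20 µM in the single-dose screen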
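Assay system – bovine IAP enzyme · Quantity – bovine IAP at 1/65,000,000 final dilution · Detection – CDP-star luminescence signal · Times – 30 min reaction at room temperature · Also added – CDP-star substrate at 30 µM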
TLR4-MyD88 BLA: inhibitors of TLR4-MyD88 association in cells, primary screen, cell-based, HeLa CL3-4, BLA complementation, FRET ratio | Toll-like receptor 4 (Homo sapiens) + Myeloid differentiation primary response protein … | HeLa CL3-4 TLR4/MyD88 BLA complementation | inhibition, % at 8.4 µM | 200,000 compounds, 0.18% hits | AID 861, 2007; in the data active = inhibition above about 25%;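 note: 0% = vehicle and 100% = reference inhibitor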
TR-FRET SRC-2 ct: TR-FRET signal artefacts, primary screen, artefact control for PPARgamma SRC-2 agonist project, biochemical; AID 1049, 2008; TR-FRET artefact counter-screen; active compounds read high; 200,000 compounds, 0.4% hits; TR-FRET ratio at 8 µM; in the data active = TR-FRET ratio above about 2000; note: inactives centre near 1500
Active calls of the source: *; · = no result given.

Start of the listing, in advance:
SMILES | Redox H2O2 prof | S1P3 antagonist | PPARg SRC3 recr | bIAP activator | ROMK mod | PPARg SRC1 recr | L major viab | PPARg SRC-2 ag | bIAP inhibitor | TLR4-MyD88 BLA | TR-FRET SRC-2 ct
O=C(N/C(=C\c1ccc(F)cc1)C(=O)N1CCCCCC1)c1ccccc1 | 0.2 | -9 | 3 | 1 | 0.66 | 9 | -6 | 3 | -2 | 1 | 1620
Cc1ccc(N=Cc2cccc(O)c2O)c(C)c1 | 1.5 | 13 | -4 | 1 | · | -1 | 10 | -1 | -5 | 0 | 1298
CC(=O)NCCn1c(SCC(=O)NCCc2ccc(S(N)(=O)=O)cc2)nc2ccccc2c1=O | -1.6 | -25 | 0 | 1 | 0.086 | -2 | 12 | -1 | -2 | -2 | 1463
C=CCNC(=O)/C(C#N)=C/c1cn(-c2ccccc2)nc1-c1ccc(OC)c([N+](=O)[O-])c1 | 0.1 | -12 | 0 | 0.4 | -0.16 | 2 | 17 | -4 | · | -5 | 1488

All compounds of this part (from the top)
SMILES | Redox H2O2 prof | S1P3 antagonist | PPARg SRC3 recr | bIAP activator | ROMK mod | PPARg SRC1 recr | L major viab | PPARg SRC-2 ag | bIAP inhibitor | TLR4-MyD88 BLA | TR-FRET SRC-2 ct
O=C(N/C(=C\c1ccc(F)cc1)C(=O)N1CCCCCC1)c1ccccc1 | 0.2 | -9 | 3 | 1 | 0.66 | 9 | -6 | 3 | -2 | 1 | 1620
Cc1ccc(N=Cc2cccc(O)c2O)c(C)c1 | 1.5 | 13 | -4 | 1 | · | -1 | 10 | -1 | -5 | 0 | 1298
CC(=O)NCCn1c(SCC(=O)NCCc2ccc(S(N)(=O)=O)cc2)nc2ccccc2c1=O | -1.6 | -25 | 0 | 1 | 0.086 | -2 | 12 | -1 | -2 | -2 | 1463
C=CCNC(=O)/C(C#N)=C/c1cn(-c2ccccc2)nc1-c1ccc(OC)c([N+](=O)[O-])c1 | 0.1 | -12 | 0 | 0.4 | -0.16 | 2 | 17 | -4 | · | -5 | 1488
COc1ccc(NC(=O)c2ccc3c(c2)OCO3)cc1Cl | 2.6 | -3 | -8 | 0.9 | · | 5 | -2 | 11 | 9 | -13 | 1564
C=CCn1c(-c2ccoc2)n[nH]c1=S | -0.3 | 2 | 3 | 1 | -0.12 | 2 | -6 | 10 | -5 | -1 | 1763
Cc1cccc(CSc2nnc(-c3ccco3)o2)c1 | 0.0 | -4 | 2 | 0.9 | -0.9 | 6 | -4 | 8 | 7 | 10 | 1629
Cc1cc(C)n2nc(SCC(=O)N(C)C)nc2n1 | 0.3 | · | 7 | 0.9 | -0.057 | -4 | -2 | -2 | 8 | -7 | 1369
O=C(COC(=O)C1CC1)Nc1ccccc1Sc1ccccc1 | 4.1 | -1 | 0 | 0.6 | -1.2 | 3 | -5 | 5 | 37 | 4 | 1334
Cc1ccc(C)c(N2CCN(S(=O)(=O)c3ccc4c(c3)CCC(=O)N4)CC2)c1 | -1.0 | -6 | 5 | 1 | 0.039 | 2 | -4 | 4 | 1 | -4 | 1592
CC(C)(C)C(=O)COC(=O)c1cccc(NC(=O)c2ccco2)c1 | 0.0 | 1 | 5 | 0.9 | -0.66 | 8 | -3 | 4 | 9 | -11 | 1779
C=CCn1c(CCCOc2ccc(Cl)cc2Cl)nnc1SCC(=O)Nc1nccs1 | 0.1 | · | -4 | 1 | 0.15 | -3 | -6 | 1 | 0 | -3 | 1614
O=C(NCc1cccc(C(F)(F)F)c1)C1CCCN(c2ncccn2)C1 (stereo not given) | 1.2 | -14 | 2 | 0.9 | · | -5 | -1 | 3 | 13 | 4 | 1533
COc1ccc(C2N(c3ccc(OC)cc3)C(=S)N3CCCN23)cc1 (stereo not given) | -0.4 | -6 | 4 | 0.8 | -0.042 | 1 | 0 | 8 | 19 | 12 | 1594
CCCCCCn1c(COc2ccccc2F)nnc1SCC(=O)N1c2ccccc2NC(=O)C1(C)C | -5.9 | · | 4 | 1 | · | 1 | 55* | 0 | -4 | 1 | 1449
CCOc1ccc2[nH]c(=O)c(CN(CCO)C(=O)CC)cc2c1 | -0.7 | 3 | -3 | 1.1 | -0.26 | 7 | -6 | 4 | -10 | 4 | 1501
COc1ccc(NC(=S)NC(NC(=O)c2cccc(Cl)c2)C(Cl)(Cl)Cl)c([N+](=O)[O-])c1 (stereo not given) | 0.3 | · | -9 | 0.9 | · | 0 | 94* | 3 | 9 | 11 | 1375
O=C(c1ccccc1)C(Cn1cncn1)C(Sc1ccccc1)c1ccccc1 (stereo not given) | -18 | · | -9 | 0.9 | · | 2 | 39 | 9 | 10 | 3 | 1426
Cc1oc(-c2cccs2)nc1CS(=O)CC(=O)NCCCOC(C)C (stereo not given) | 0.0 | 3 | 10 | 1 | · | 12 | 5 | -7 | -1 | 11 | 1733
Cc1cc(C)c(NC(=O)CS)c(Cl)c1 | -0.2 | -14 | 3 | 0.8 | -0.99 | -6 | 1 | 3 | 18 | 9 | 1344
CC1CCCCC1NC(=O)CSc1nncn1N (stereo not given) | -0.9 | 7 | 1 | 1.1 | 0.52 | 2 | -6 | 4 | -9 | 19 | 1764
CN(C)C(CN=C1NS(=O)(=O)c2ccccc21)c1ccco1 (stereo not given) | 0.1 | -13 | 5 | 1 | 0.93 | 4 | -7 | -5 | 4 | -7 | 1593
CC(C)CC1(C)NC(=O)N(CC(=O)Nc2cccc(S(=O)(=O)N(C)c3ccccc3)c2)C1=O (stereo not given) | -0.5 | 1 | 2 | 1 | 0.037 | 1 | 21 | 12 | 2 | -11 | 1735
COc1ccccc1OCC(=O)Nc1cccc(C(=O)N2CCOCC2)c1 | -0.1 | -11 | -3 | 1 | 0.76 | -1 | 0 | 8 | -2 | 11 | 1413
COc1ccc(Cc2nnc(SCC(=O)NCC3CCCO3)o2)cc1 (stereo not given) | -0.2 | · | 7 | 0.9 | · | 4 | -5 | 0 | 9 | -4 | 1731
Cc1ccc(CCN2CC(C(=O)NCc3ccco3)CC2=O)cc1 (stereo not given) | -0.3 | 32 | -3 | 1 | 1.6 | 9 | -8 | 3 | -4 | -2 | 1611
COc1ccc(OCCCn2c(=O)oc3ccccc32)cc1 | -0.5 | · | -4 | 1 | · | 2 | -1 | 6 | 4 | -1 | 1486
CC1(C)SC(=S)N(Cc2ccc3c(c2)OCO3)C1N(O)C(=O)NC1CCCCC1 (stereo not given) | 1.9 | · | 0 | 0.9 | · | 2 | 82* | 9 | 8 | 3 | 1564
COc1ccc(-c2cc(O)cc(O)c2)cc1 | 0.6 | -22 | 1 | 0.9 | 0.045 | -4 | -10 | -4 | 8 | -2 | 1413
CC(=O)c1cc(C#N)c(NCc2ccccc2)nc1C | -0.5 | -8 | 5 | 0.9 | 0.02 | 6 | 4 | 0 | 11 | 3 | 1598
Cc1cccc(NC(=S)NCC23C=CC(O2)C2C(=O)N(c4ccc(Cl)cc4)C(=O)C23)c1 (stereo not given) | 0.3 | -4 | -3 | 0.9 | · | -1 | 53* | -1 | 8 | -12 | 1579
CCOc1ccc(-n2nnnc2SCC(=O)c2ccccc2)cc1 | 1.3 | -2 | 4 | 0.9 | 0.45 | 5 | -7 | 0 | 14 | 1 | 1590
CCC(C(=O)Nc1ncn[nH]1)(C(F)(F)F)C(F)(F)F | -0.9 | · | -3 | 0.9 | 0.71 | 6 | -6 | 11 | 10 | 6 | 1593
CC1(C)COC(c2cc([N+](=O)[O-])ccc2Cl)=N1 | -1.6 | · | -5 | 0.8 | -0.64 | -6 | 0 | -6 | 17 | -7 | 1434
Cc1cc(NC(=O)CSc2nnnn2C2CCCC2)no1 | 1.5 | -6 | 0 | 0.9 | · | -6 | -2 | -4 | 8 | -4 | 1508
CS(=O)(=O)N(CC(=O)Nc1ccc(Cl)c(Cl)c1)C1CCCCC1 | 0.3 | · | 5 | 0.8 | -0.35 | 5 | 16 | 2 | 20 | -12 | 1464
CCC(NS(=O)(=O)c1c(C)[nH]c(=O)[nH]c1=O)C12CC3CC(CC(C3)C1)C2 (stereo not given) | -0.9 | 15 | 1 | 0.9 | -0.56 | -2 | -3 | 0 | 9 | 5 | 1563
CC(=O)Nc1nc(-c2ccc(Br)s2)cs1 | 1.3 | -12 | 2 | 0.6 | · | 4 | -4 | 15 | 38 | -5 | 1686
CCOc1ccc2c(c1)sc(=NC(=O)C1CC1)n2C | 0.3 | · | -7 | 0.9 | 0.024 | -4 | 5 | -2 | 13 | 0 | 1372
CCCS(=O)(=O)N1CCC(C(=O)NCCN(C)Cc2ccccc2)CC1 | -0.3 | 4 | 5 | 1.1 | -0.47 | -2 | 61* | 11 | -6 | -13 | 1702
CCOC(=O)N1CCC(NC(=O)C2CCCN(C(=O)N3CCOc4ccccc43)C2)CC1 (stereo not given) | -1.0 | 0 | -4 | 0.9 | · | 5 | -3 | 11 | 5 | -11 | 1514
CCOC(=O)/C(C#N)=C/c1cn(CCOc2ccc(OC)cc2)c2ccccc12 | 0.0 | -13 | 4 | 1 | -0.049 | 2 | 10 | 12 | 1 | -1 | 1357
COC(=O)c1[nH]c2ccc(C)cc2c1NS(=O)(=O)c1ccc(F)c(C)c1 | -0.9 | 24 | 5 | 0.9 | · | 0 | 18 | 1 | 13 | -3 | 1389
Cn1nnc2c(sc3nc(N4CCOCC4)c4c(c32)CCCC4)c1=O | -1.8 | · | -6 | 0.9 | 0.0056 | 7 | 6 | 3 | 10 | 9 | 1523
CC(CNC(=O)c1cccs1)c1ccc([N+](=O)[O-])cc1 (stereo not given) | -1.8 | 5 | 0 | 0.9 | -0.02 | 2 | 2 | 4 | 10 | -6 | 1775
Cc1cccc(-n2c(N)cc(=O)nc2SCC(=O)Nc2nnc(CC(C)C)s2)c1 | -0.8 | · | -2 | 0.8 | 0.18 | 0 | 0 | 8 | 15 | 1 | 1576
Cn1c(CCNC(=O)c2cccs2)n[nH]c1=S | -0.2 | 5 | 0 | 0.9 | · | 1 | -6 | 3 | 15 | 10 | 1638
CCOC(=O)n1c(=O)oc2cc(S(=O)(=O)N3CCOCC3)ccc21 | -0.7 | 8 | -3 | 1 | · | -2 | -3 | -1 | 3 | -1 | 1503

Compound profiles (already shown). Values in the order: Redox H2O2 prof, S1P3 antagonist, PPARg SRC3 recr, bIAP activator, ROMK mod, PPARg SRC1 recr, L major viab, PPARg SRC-2 ag, bIAP inhibitor, TLR4-MyD88 BLA, TR-FRET SRC-2 ct
Cn1nnc2c(sc3nc(N4CCOCC4)c4c(c32)CCCC4)c1=O is listed as -1.8, ·, -6, 0.9, 0.0056, 7, 6, 3, 10, 9, 1523
CCOC(=O)N1CCC(NC(=O)C2CCCN(C(=O)N3CCOc4ccccc43)C2)CC1 (stereo not given) is listed as -1.0, 0, -4, 0.9, ·, 5, -3, 11, 5, -11, 1514

Screening results (PubChem)
